TbPYK inhibitor: blocks Trypanosoma brucei pyruvate kinase; AID 624173; 410,000 tested, 0.12% active; TbPYK enzyme, Kinase-Glo Plus ATP luminescence, 45 min; Potency, µM (titrated, usually from 76.8 µM), inactives show top-dose activity, negative = inhibition, hits mostly inhibitors; Q57TT1; also: nearly all actives have a fitted effect of over 50% in size
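Screened from lowest to highest concentration, compounds were pinned into TbPYK/substrate mixtures, and ADP (130 uM final) was added. Plates sat at room temperature for 45 min prior to Kinase-Glo Plus detection by luminescence.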
HCV inh: blocks hepatitis C virus; Huh7.5.1 HCVcc-Cre infection, luciferase reporter, 44 h; 340,000 tested, 3.4% active; Potency, µM (series often up to 41.8 µM), for the others: top-dose activity change, negative = inhibition, actives largely listed as inhibitors
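Antiviral activity was scored by luciferase reporter output from cells infected with HCVcc-Cre (~0.5 moi) in presence of compound, 44 h infection period, cells seeded 1,000/well 4 h prior.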
Pf growth 96h: P. falciparum growth inhibition at 96 hour, primary screen for plastid delayed-death inhibitors | P. falciparum luciferase reporter growth, 96 h | Potency, µM (series often up to 28.7 µM), for inactives: at the highest dose activity change, negative = inhibition, actives largely listed as inhibitors | 320,000 tested, 6.9% active | AID 504834
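96 h incubation, 37 C, 5% CO2, of luciferase-reporter P. falciparum-infected RBCs (2% hematocrit, 0.05% parasitemia final) with test compounds; endpoint luminescence.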
Sm TGR block: inhibitors of Schistosoma mansoni thioredoxin glutathione reductase. Q962Y6. purified TGR, DTNB reduction, TNB absorbance 405 nm. 360,000 tested, 3% active. Potency, µM (highest dose often 114 µM), without a hit: top-dose activity change, negative = inhibition, actives largely listed as inhibitors; also: nearly all actives have a fitted effect of over 60% in size
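Kinetic colorimetric format: TGR-catalysed, NADPH-driven DTNB reduction monitored via TNB absorbance. Enzyme dispensed at 20 nM; compound exposure 15 min at room temperature before reaction start.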
Pf growth 48h: inhibits P. falciparum growth in the first generation, 48 h. Potency, µM (titrated, usually from 28.7 µM), for inactives: top-dose activity change, negative = inhibition, hits mostly inhibitors. 310,000 tested, 5.9% active. P. falciparum luciferase growth in erythrocytes, 48 h
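Here the parasites carry a stable luciferase gene and grow inside erythrocytes in Albumax-based RPMI medium with compound for one erythrocytic cycle. Activity is scored as loss of luminescent signal.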
LmPK inh: inhibitors of Leishmania mexicana pyruvate kinase; Q27686; purified LmPK, Kinase-Glo ATP luminescence, 1 h; Potency, µM (highest dose often 57.5 µM), for the others: top-dose activity change, negative = inhibition, most hits filed as inhibitors; 290,000 tested, 0.37% active; AID 1721
Target sequence (Q27686 whole entry, looked up): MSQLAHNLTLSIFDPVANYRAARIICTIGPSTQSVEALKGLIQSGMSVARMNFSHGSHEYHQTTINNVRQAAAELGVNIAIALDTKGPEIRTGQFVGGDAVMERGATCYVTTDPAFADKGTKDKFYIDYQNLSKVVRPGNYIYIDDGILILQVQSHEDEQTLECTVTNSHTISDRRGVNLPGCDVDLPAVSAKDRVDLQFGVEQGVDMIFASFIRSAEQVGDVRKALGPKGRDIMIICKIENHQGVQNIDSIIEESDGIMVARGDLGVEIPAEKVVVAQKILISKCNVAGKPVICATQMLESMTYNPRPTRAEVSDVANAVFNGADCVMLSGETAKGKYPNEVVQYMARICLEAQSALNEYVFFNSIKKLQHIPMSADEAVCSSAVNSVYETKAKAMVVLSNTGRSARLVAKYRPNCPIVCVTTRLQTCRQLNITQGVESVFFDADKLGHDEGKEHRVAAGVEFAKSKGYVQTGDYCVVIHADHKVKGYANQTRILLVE
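Screened at intermediate enzyme activity to detect both inhibitors and activators: LmPK at 0.1 nM, with a 0.5 nM enzyme column as activation reference. PEP 0.5 mM, ADP 0.1 mM; ATP detected by luminescence after 1 h.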
Starred values were filed as active, the others as inactive; ? = inconclusive; . = no result given; [ ] = another dose, or the depositor's remark. Calls follow the shape of the dose curve; as a rule, active = well fitted curve in the direction sought with a large enough effect; inconclusive = small, poorly fitted or top-dose-only effect, or another doubt; inactive = no such curve, though single readings can be large; an effect the other way counts as inactive or inconclusive. % is scaled to controls: 0 for no effect and ±100 for the full control effect; potency is read from the fitted curve at half-maximal effect.

(1) O=C(O)COCC(=O)NCc1nc(-c2ccc(C(F)(F)F)cc2)no1
(2) CCN(CC)c1ccc(S(=O)(=O)N2CCOCC2)cc1NC(=O)CSc1nnc(N)s1
(3) CCN(CC)CCNC(=O)Cn1nc(Cc2ccccc2)c2ccccc2c1=O
(4) O=C(O)c1ccc[nH]c1=S
(5) C/C(=N/NC(=O)c1nnn(-c2nonc2N)c1COc1ccccc1)c1ccccc1
(6) COc1ccc(CCNC(=O)CSc2nnc3ccc(-c4cccnc4)nn23)cc1
screen / no.	1	2	3	4	5	6
HCV inh	3%	4%	-7%	9%	-2%	1%
Pf growth 48h	9%	?	-14%	3%	16%	?
Sm TGR block	0%	-7%	-1%	40%[activator]	-10%	2%
LmPK inh	-5%	.	1%	-6%	-2%	6%
TbPYK inhibitor	1%	-1%	1%	-3%	3%	1%
Pf growth 96h	31%[activator]	?	228%[activator]	9%	73%[activator]	?

(7) CSc1nc2ccc(NC(=O)C3=NN(c4ccccc4)C(=O)CC3)cc2s1
(8) Cc1[nH]nc(-c2ccc(O)cc2O)c1-c1ccc(Cl)cc1
(9) COC(=O)Nc1ccc(S(=O)(=O)N2CCCC(C(=O)NC3CCS(=O)(=O)C3)C2)cc1 (stereo not given)
(10) CC(C)n1nc(C(=O)Nc2ccc3c(c2)OCO3)c2ccccc2c1=O
(11) Cc1cc(O)c(C(C)C)cc1NC1=NS(=O)(=O)c2ccccc21
(12) CN(C)C/C(Cl)=C(\Cl)c1ccccc1
screen / no.	7	8	9	10	11	12
HCV inh	-18%	?	-5%	-2%	-3%	19%
Pf growth 48h	-11%	39%[activator]	-22%	12%	-5%	11%
Sm TGR block	-23%	-6%	-4%	0%	-3%	20µM*
LmPK inh	-4%	0%	-2%	.	2%	-2%
TbPYK inhibitor	2%	-1%	0%	2%	1%	-1%
Pf growth 96h	-2%	4%	16%	16%	25%	-8%

(13) CSCCNCc1cn(-c2ccc(F)cc2F)nc1-c1ccccc1C
(14) CCCn1c(=O)n(C)c(=O)c2c(SCC(=O)NC34CC5CC(CC(C5)C3)C4)nc(CC(C)C)nc21
(15) Cc1ccc(C)c(OCCC(=O)NCCc2ccc(Cl)cc2)c1
(16) CCS(=O)(=O)c1ccccc1C(=O)NC1CCCc2ccccc21 (stereo not given)
(17) O=C1COc2ccc(N3C(=O)C=CC3=O)cc2N1
(18) C=CC(=O)NC1CC2CCC1(C)C2(C)C (stereo not given)
screen / no.	13	14	15	16	17	18
HCV inh	17%	?	.	-15%	.	9%
Pf growth 48h	?	-17%	9%	-25%	34%	?
Sm TGR block	-3%	-18%	-2%	-1%	0.4µM*	3%
LmPK inh	-5%	7%	4%	2%	2%	3%
TbPYK inhibitor	-2%	-18%	-10%	-2%	.	4%
Pf growth 96h	?	-27%	6%	-1%	-8%	-15%

Looked up by compound from above:
(16) CCS(=O)(=O)c1ccccc1C(=O)NC1CCCc2ccccc21 (stereo not given)
(13) CSCCNCc1cn(-c2ccc(F)cc2F)nc1-c1ccccc1C
(14) CCCn1c(=O)n(C)c(=O)c2c(SCC(=O)NC34CC5CC(CC(C5)C3)C4)nc(CC(C)C)nc21
(15) Cc1ccc(C)c(OCCC(=O)NCCc2ccc(Cl)cc2)c1
(17) O=C1COc2ccc(N3C(=O)C=CC3=O)cc2N1
screen / no.	16	13	14	15	17
HCV inh	-15%	17%	?	.	.
Pf growth 48h	-25%	?	-17%	9%	34%
Sm TGR block	-1%	-3%	-18%	-2%	0.4µM*
LmPK inh	2%	-5%	7%	4%	2%
TbPYK inhibitor	-2%	-2%	-18%	-10%	.
Pf growth 96h	-1%	?	-27%	6%	-8%

Next structures
(19) O=C(CCCn1nnnc1CN1CCOCC1)N1CCC(c2ccccc2F)C1 (stereo not given)
(20) COc1ccc(CC(=O)c2c(O)cc(O)cc2O)cc1OC
(21) Cc1ccc(/C=C2/NC(=O)[C@H](C)NC2=O)cc1
(22) COc1ccc(-c2nc(Cn3c(SCc4ccccc4F)nc4ccncc43)c(C)o2)cc1
(23) COC(=O)c1cc2ccsc2n1Cc1ccccc1F
(24) O=C(Cn1nc(Cc2cccnc2)c2ccccc2c1=O)N1CCN(C(=O)c2ccco2)CC1
screen / no.	19	20	21	22	23	24
HCV inh	-3%	-2%	13%	?	-11%	9%
Pf growth 48h	-14%	.	.	.	22%	.
Sm TGR block	?	50%[activator]	-4%	0%	-4%	1%
LmPK inh	-3%	-11%	-3%	9%	5%	-3%
TbPYK inhibitor	12%	2%	0%	2%	-2%	-4%
Pf growth 96h	?	.	47%[activator]	4.7µM*	12µM*	-19%

(25) Cc1ccccc1-c1noc(-c2cccs2)n1
(26) Cc1[nH]c2ccccc2c1SCc1nnc(SCc2ccc(Cl)cc2)n1C
(27) NC(=O)c1sc2cc(C(F)(F)F)cnc2c1-c1ccccc1
(28) c1ccc(-c2ccccc2OCCOCCN2CCCCC2)cc1
(29) CC1=CC(C)(C)n2c(O)c(N=N)c3c(C)ccc1c32
(30) O=C(Cn1nnc(-c2ccc3c(c2)OCO3)n1)NCc1ccco1
screen / no.	25	26	27	28	29	30
HCV inh	-3%	11µM*	0%	?	-14%	9%
Pf growth 48h	106%[activator]	15µM*	?	?	2%	39%[activator]
Sm TGR block	-8%	1%	-1%	-6%	10%	?
LmPK inh	-17%	6%	1%	1%	4%	-1%
TbPYK inhibitor	0%	0%	-3%	-9%	-22%	-1%
Pf growth 96h	?	?	8.3µM*	44%[activator]	1%	.

(31) CC(C)(C)c1ccc(-c2csc(NC(=O)CN3C(=O)NC4(CCCCC4)C3=O)n2)cc1
(32) COc1ccccc1NC(=O)Cn1c(=O)n(-c2ccccc2)c(=O)c2oc3ccccc3c21
(33) Cc1ccc2cccc(Oc3ncnc4scc(-c5ccc(Cl)cc5)c34)c2n1
(34) Cc1[nH]c2ccccc2c1C(c1ccccn1)N1CCCC1 (stereo not given)
(35) CN1C(=O)C(C)(C)c2cc(S(=O)(=O)N3CCCC3C(=O)NCc3ccc(F)cc3)ccc21 (stereo not given)
(36) CCOc1ccccc1C(=O)NCC(=O)NNC(=O)c1cccc(S(=O)(=O)Nc2ccc(OC)cc2)c1
screen / no.	31	32	33	34	35	36
HCV inh	-18%	?	-20%	-9%	10%	-12%
Pf growth 48h	18%	4%	?	9%	?	-23%
Sm TGR block	-2%	-1%	1%	?	-9%	2%
LmPK inh	6%	-1%	1%	3%	2%	.
TbPYK inhibitor	5%	-5%	-4%	2%	-3%	8%
Pf growth 96h	.	93%[activator]	10µM*	11%	15%	-3%

(37) COc1ccc(C(=O)Nc2cnn(Cc3ccc(Cl)cc3)c2)cc1OC
(38) O=C(CSc1oc(-c2cccs2)nc1S(=O)(=O)c1ccccc1)NC1CCCCC1
(39) CC(=O)c1c(C)[nH]c(C(=O)Nc2cccc(C(F)(F)F)c2)c1C
(40) O=C1OCc2ccc(NS(=O)(=O)c3ccc(C(F)(F)F)cc3)cc21
(41) COc1cc(OC)c(C(=O)OCC(=O)NCCc2ccccc2)cc1OC
(42) O=C(NCc1ccncc1)c1ccc(Br)o1
screen / no.	37	38	39	40	41	42
HCV inh	-17%	15%	?	8%	-20%	3%
Pf growth 48h	-24%	?	4.1µM*	10%	103%[activator]	13%
Sm TGR block	3%	11%	-9%	3%	14%	0%
LmPK inh	3%	7%	2%	-4%	-7%	0%
TbPYK inhibitor	-1%	-13%	2%	-6%	7%	2%
Pf growth 96h	?	.	1.9µM*	11%	-7%	22%

Copied from above, nos. 1 to 2
(1) O=C(O)COCC(=O)NCc1nc(-c2ccc(C(F)(F)F)cc2)no1
(2) CCN(CC)c1ccc(S(=O)(=O)N2CCOCC2)cc1NC(=O)CSc1nnc(N)s1
screen / no.	1	2
HCV inh	3%	4%
Pf growth 48h	9%	?
Sm TGR block	0%	-7%
LmPK inh	-5%	.
TbPYK inhibitor	1%	-1%
Pf growth 96h	31%[activator]	?

Following part
(43) Cc1nn(CC(=O)N2CCc3ccccc3C2)c(C)c1Cl
(44) O=C(O)C1=C[C@H](c2ccc(Br)cc2)C[C@H](OCCCCO)O1
(45) CN(C)Cc1nc2ccccc2c(=O)n1Cc1nc(C(C)(C)C)cs1
(46) CCOc1ccc(C(C(=O)NC2CCCCC2)N(C(=O)Cc2cccs2)c2ccc(-n3cnnn3)c(OC)c2)cc1 (stereo not given)
(47) COc1ccc(O)c(/C=N/c2sc(C)c(C)c2C#N)c1
(48) COc1ccc([N+](=O)[O-])cc1NC(=O)/C=C/C(=O)O
screen / no.	43	44	45	46	47	48
HCV inh	-9%	22%	?	-6%	17%	10%
Pf growth 48h	3%	65%[activator]	13µM*	10µM*	39%[activator]	-1%
Sm TGR block	0%	?	-1%	-9%	0%	-13%
LmPK inh	-1%	1%	-1%	1%	-7%	-2%
TbPYK inhibitor	-9%	-2%	1%	-11%	-8%	2%
Pf growth 96h	?	76%[activator]	-18%	7.4µM*	.	?

(49) CC(C)CNC(=O)CCCc1c[nH]c2ccccc12
(50) COc1ccc(N2CCN(C(=O)c3cccs3)CC2)cc1
(51) COc1ccc(CNC(=O)C2CCCN(S(=O)(=O)c3cnc[nH]3)C2)cc1 (stereo not given)
(52) Cn1nc(C(F)(F)F)c(C(=O)Nc2ccc(F)cc2F)c1Sc1cccc(C(F)(F)F)c1
(53) C/C(=N\NC(=O)c1nn(C)c(C)c1Br)c1ccc(NC(=O)c2ccc(C)s2)cc1
(54) Cc1ccnc(NC(=O)c2sc3ccccc3c2Cl)c1
screen / no.	49	50	51	52	53	54
HCV inh	-15%	5%	-10%	-29%	?	-7%
Pf growth 48h	-5%	-16%	.	9.3µM*	52%[activator]	165%[activator]
Sm TGR block	-28%	2%	-1%	24%	14%	-11%
LmPK inh	5%	1%	6%	-4%	2%	-15%
TbPYK inhibitor	-8%	4%	-1%	-8%	1%	-12%
Pf growth 96h	?	13µM*	26%	8.3µM*	32%[activator]	12%

(55) O=C(Nc1ccc(O)c2c(=O)cc(-c3ccccc3Cl)oc12)c1ccc(Cl)cc1Cl
(56) Cc1cc(C)c2cc(C#N)c(NCCCNC(=O)CCC(=O)O)nc2c1
(57) O=[N+]([O-])c1cc(S(=O)(=O)O)cc([N+](=O)[O-])c1NN(c1ccccc1)c1ccccc1
(58) CC(=O)N(Cc1ccccc1)c1nc(-c2ccccc2)cs1
(59) O=C(NCC1CCCO1)C(c1cccnc1)N(C(=O)Cc1cccs1)c1cccnc1 (stereo not given)
(60) O=C(NCC1CCCO1)c1ccc(CS(=O)(=O)c2ccc(Br)cc2)o1 (stereo not given)
(61) c1ccc(-c2nc(NCCCN3CCOCC3)c3ccccc3n2)cc1
(62) CNC(=O)CN(c1ccc(OC)cc1)S(=O)(=O)c1ccc(F)cc1
(63) Cc1cccc(NC(=O)C2CCN(S(=O)(=O)c3c(C)nn(C)c3C)CC2)n1
screen / no.	55	56	57	58	59	60	61	62	63
HCV inh	11%	-27%	7%	?	20%	9%	?	-3%	25µM*
Pf growth 48h	2%	3%	-5%	-7%	5%	.	?	19%	9%
Sm TGR block	-20%	0%	8%	14%	1%	-23%	-16%	12%	2%
LmPK inh	4%	1%	0%	13%	-1%	5%	0%	1%	8%
TbPYK inhibitor	1%	5%	-2%	0%	-3%	-9%	-8%	-11%	-4%
Pf growth 96h	?	-7%	-9%	15%	?	6%	.	.	?

Screening data as filed in PubChem BioAssay.
